# Hck-Nef inh – inhibitors of human Hck kinase activated by Nef. P08631. Recombinant Hck-YEEI plus Nef, Z-Lyte FRET kinase assay. inhibition, % at 20 µM. actives 0.68% (n = 220,000). AID 463187;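 active means Hck-Nef kinase inhibition above about 50%, limit read from the data; inactive means inhibition below that limit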;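 further: 0% = DMSO with Hck plus Nef and 100% = Hck alone without Nef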
# Mdm2 ligase inh – blocks human Mdm2 ubiquitin ligase activity; cell-based MDM2 ubiquitination luciferase reporter, 2 h; 0 = plate control, 100 = twice control, blank-subtracted; signal enhancement, % at 5 µM; actives 0.11% (n = 210,000); AID 1230;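 active means signal enhancement of 30% or more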;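 further: luminescence tracks abundance of the self-degrading MDM2-luciferase fusion protein; higher signal means inhibition of MDM2 E3 ligase activity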
#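 Material: Stable MDM2–luciferase fusion reporter cells | Amount: 2000 cells seeded into each well | Dosing: One concentration, 5 µM, with 0.2% DMSO | Incubation: 4 h cell settling then 2 h compound exposure, 37 °C | Measured by: Luciferase luminescence | Read-out basis: % enhancement relative to plate controls after blank subtraction | Benchmarks: Control and blank well means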
# Runt-SMMHC FRET – blocks binding of human RUNX1 Runt domain to CBFb-SMMHC; actives 0.74% (n = 220,000); Q01196+Q13951; Cerulean-Runt/Venus-CBFb-SMMHC FRET ratio 530/480, 1 h; AID 1434; inhibition, % at 20 µM;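 active means mean inhibition across duplicate retests at 20 µM reaching about 50%, limit read from the data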;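 further: 0% = DMSO wells and 100% = wells with excess untagged CBFb-SMMHC; inhibitors lower the FRET ratio by blocking Runt binding to CBFb-SMMHC; some results filed as inactive read as strong as hits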
# p97 inhibitor – blocks human p97 ATPase activity; P55072; recombinant p97 ATPase, Kinase-Glo ATP luminescence, 3 h; inhibition, % at 8 µM; actives 0.42% (n = 220,000); in the data active means inhibition above about 15%;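 further: 0% = DMSO vehicle and 100% = wells lacking enzyme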
# Target sequence (P55072 whole entry, looked up): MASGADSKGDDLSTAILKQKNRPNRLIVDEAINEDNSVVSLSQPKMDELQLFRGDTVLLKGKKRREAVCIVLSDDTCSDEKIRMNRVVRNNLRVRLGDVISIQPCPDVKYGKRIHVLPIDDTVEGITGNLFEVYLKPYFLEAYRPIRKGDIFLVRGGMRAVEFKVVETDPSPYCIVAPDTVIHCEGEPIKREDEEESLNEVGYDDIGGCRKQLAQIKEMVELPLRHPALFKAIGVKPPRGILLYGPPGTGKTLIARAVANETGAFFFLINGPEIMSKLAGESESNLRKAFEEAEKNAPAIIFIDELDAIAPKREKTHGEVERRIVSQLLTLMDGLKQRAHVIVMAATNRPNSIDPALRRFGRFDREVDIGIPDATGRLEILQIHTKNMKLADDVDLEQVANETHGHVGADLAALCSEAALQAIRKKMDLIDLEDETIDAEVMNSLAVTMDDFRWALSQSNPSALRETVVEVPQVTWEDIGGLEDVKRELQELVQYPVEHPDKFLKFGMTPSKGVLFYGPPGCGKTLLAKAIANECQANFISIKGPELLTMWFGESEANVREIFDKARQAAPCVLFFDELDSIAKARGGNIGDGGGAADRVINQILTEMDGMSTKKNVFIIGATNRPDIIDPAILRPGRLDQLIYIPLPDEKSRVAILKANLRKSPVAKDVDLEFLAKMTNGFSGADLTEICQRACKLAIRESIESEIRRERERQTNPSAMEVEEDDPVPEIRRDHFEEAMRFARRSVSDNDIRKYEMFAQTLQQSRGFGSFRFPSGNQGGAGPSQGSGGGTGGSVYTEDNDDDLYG
# Runt-CBFb FRET – Runt domain-CBFb interaction inhibition | Cerulean-Runt/Venus-CBFb FRET ratio 530/480, 1 h | inhibition, % at 20 µM | actives 0.46% (n = 220,000) | AID 1496;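 active means inhibition over about 50% at 20 µM in the single-dose screen, limit read from the data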;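 further: 0% = DMSO wells and 100% = excess unlabeled CBFb competitor control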
#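 Schedule: protein complex preformed 1 h, compound exposure 1 h, room temperature, dark; test system: Cerulean-labeled Runt domain protein; amount: 100 nM per protein; buffer or medium: Tris 50 mM pH 7.5, KCl, K2SO4, 0.01% BSA; read-out: loss of energy transfer signal; detection: FRET fluorescence; controls: 5 µM unlabeled CBFb as full-inhibition high control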
# NPY Y1 blocker – blocks the human neuropeptide Y Y1 receptor; P25929; HEK293-CNG Y1 cells, membrane potential fluorescence; NPY at EC95, then isoproterenol; inhibition, % at 3.6 µM; actives 1% (n = 200,000);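 active means inhibition above the campaign mean inhibition of all tested compounds plus 3 SD, cut at about 20% in these data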;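 further: 0% = DMSO wells given NPY plus isoproterenol and 100% = isoproterenol alone without NPY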
#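 Benchmarks – high control isoproterenol alone, low control NPY with isoproterenol · Material – HEK293 Y1/CNG channel cell line · Times – dye 3 h, compound 60 min room temperature, stimulation 45 min · Probe or stimulus – NPY (25 nM), isoproterenol (1 µM), Ro 20-1724 (25 µM) · Evaluation – % inhibition of NPY effect · Signal – fluorescence, membrane potential probe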
# NPY1 pot ag – potentiators or agonists of human neuropeptide Y receptor Y1. P25929. activation, % at 3.6 µM. actives 0.37% (n = 220,000). NPY-Y1 expressing cells, potentiator/agonist activation; in the data active means activation above about 33%, passing the limit was not always enough;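 further: cells stimulated with NPY at EC10 then isoproterenol at EC100; 0% = low agonist plus stimulus and 100% = saturating agonist plus stimulus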
# RBBP9 inh – human RBBP9 hydrolase inhibition; recombinant RBBP9, FP-Rh probe fluorescence polarization; inhibition, % at 7.94 µM; actives 0.2% (n = 220,000);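 active means inhibition above the campaign mean of all tested compounds plus 3 SD, cut at about 14% in these data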;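 further: plate controls were DMSO wells with RBBP9 for no effect and wells lacking RBBP9 protein for full effect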
# Target sequence (O75884 whole entry, looked up): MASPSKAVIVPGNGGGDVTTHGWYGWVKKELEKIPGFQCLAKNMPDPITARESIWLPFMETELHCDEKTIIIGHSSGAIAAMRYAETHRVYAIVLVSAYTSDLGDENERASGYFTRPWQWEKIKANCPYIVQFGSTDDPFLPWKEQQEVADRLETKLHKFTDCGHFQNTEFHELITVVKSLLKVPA
#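 Measured by – fluorescence polarization · Test system – RBBP9 protein · Input – 2.5 µM RBBP9 dispensing solution, before mixing · Measure – percent inhibition from mP, scaled between DMSO and no-protein wells · Benchmarks – DMSO-treated enzyme wells and wells lacking RBBP9 · Times – preincubation 30 min plus labeling 45 min at 25 °C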
# NPY2 pot ag – human NPY-Y2 potentiation or agonism, primary screen; P49146; cells expressing NPY-Y2, potentiator/agonist read-out; activation, % at 3.6 µM; actives 0.45% (n = 220,000); AID 1359; in the data active means activation above about 27%;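 further: cells stimulated with NPY near EC25 plus isoproterenol at EC100; 0% = vehicle plus submaximal agonist and 100% = vehicle plus saturating agonist; some results beyond the cut were filed as inactive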
# * marks the source's active call; other numbers are inactive results; nt = not tested or not shown. Random draw from the library; about 3.5% have a hit in one of these screens.
SMILES,Hck-Nef inh,Mdm2 ligase inh,Runt-SMMHC FRET,p97 inhibitor,Runt-CBFb FRET,NPY Y1 blocker,NPY1 pot ag,RBBP9 inh,NPY2 pot ag
CC(/C=N/n1c(-c2ccncc2)n[nH]c1=S)=C\c1ccco1,4.5,-6.6,6.1,10.4,22.5,nt,-6.8,-3.4,-37.6
CCn1c(SCC(=O)N/N=C/C=C/c2ccccc2[N+](=O)[O-])nnc1-c1ccccc1,3.5,-3.0,0.1,2.5,1.5,2.5,-7.5,-2.2,-0.8
COc1ccc(NS(=O)(=O)c2cccc(C(=O)NNC(=O)NCCCl)c2)cc1,-0.4,-8.4,1.0,6.2,1.1,-0.2,-6.1,-3.1,3.3
O=C(NCc1ccccc1)c1ccc(CSc2ccccc2)o1,21.9,-12.1,-0.1,-2.1,-3.7,1.1,-21.6,-8.9,-10.2
O=[N+]([O-])c1ccc(N2CCN(c3nc(-c4ccc(Cl)cc4)cs3)CC2)cc1,-0.8,-9.9,-4.3,-3.7,4.0,-2.0,-25.8,-3.1,0.5
COc1ccc(/C=C/C(=O)NC(C)(C)C)cc1S(=O)(=O)N1CCOCC1,3.7,5.6,-1.2,2.9,-1.0,4.2,-2.2,3.1,-0.8
C=CCNC(=O)C(C)N1C(=O)c2ccccc2C1=O (centres undefined),0.3,-24.0,-7.4,-1.7,-0.5,-5.3,-10.2,2.5,-5.6
Cc1cc(C(=O)N/N=C/c2ccc(-c3cccc(Br)c3)o2)n[nH]1,19.1,-4.8,-10.8,-0.4,-1.8,nt,-20.5,-5.1,-11.6
O=C(Cn1nnc(-c2ccc(CN3CCOCC3)cc2)n1)N(c1ccccc1)c1ccccc1,7.3,1.7,4.5,1.5,-1.7,3.4,5.1,-5.6,-1.4
Cc1oc(-c2ccc(Cl)cc2)nc1CN1CCC(C(=O)N2CCc3ccccc3C2)CC1,5.9,-5.8,-1.6,-0.8,-5.8,9.9,-30.1,-8.0,-19.1
COc1cc(C2C(C(N)=O)=C(C)Nc3nc(CCCO)nn32)cc(OC)c1OC (centres undefined),0.3,-9.4,1.2,nt,1.3,nt,nt,nt,nt
COc1ccc(-n2c(COc3cccc4ccccc34)nnc2SCC#N)cc1,3.8,-3.3,-0.3,-6.4,-4.2,16.1,-17.2,-5.8,-2.7
CCCCNC(=O)Nc1nc(SCC(=O)OCC)n[nH]1,3.7,-17.3,-3.8,1.8,0.1,-2.4,-0.2,3.2,0.7
COc1cc(SC)ccc1C(=O)Nc1ccc2c(c1)OCO2,-10.0,-39.8,1.5,6.9,0.8,14.1,-27.9,-1.4,-3.1
CC(=O)Nc1ccc(S(=O)(=O)NNC(=O)c2cc3c4ccccc4n(C)c3s2)cc1,0.1,-21.4,-1.1,-0.6,1.3,-2.2,-3.3,-8.9,3.2
Cc1ccc(NC(=O)C2CCN(S(=O)(=O)c3ccccc3)CC2)cc1,16.4,-8.3,1.1,5.2,-2.6,-2.0,18.8,-4.7,18.4
COc1ccc(Br)cc1/C=C\C(=O)NCc1cccnc1,15.2,-12.2,2.5,6.0,-0.9,-2.3,19.9,-7.7,8.0
CN(C)/C=C1\C(=O)N(C)N=C1C(F)(F)F,15.6,-3.9,-0.7,5.5,1.3,-0.9,16.5,-4.4,4.7
O=C1NC(NS(=O)(=O)c2ccc(Cl)cc2)(C(F)(F)F)C(=O)N1CCc1ccccc1 (centres undefined),-4.4,-0.3,-7.8,6.3,1.5,nt,-3.9,0.4,-11.2
CCCn1c2ccc(F)cc2c2nnc(NN)nc21,-2.7,-4.4,-0.7,7.3,0.5,-3.8,6.3,-7.2,6.2
O=C(NC1CCCCCCC1)C1c2ccccc2C(=O)N1Cc1cccs1 (centres undefined),1.4,-14.2,0.8,2.2,-0.2,33.2*,-27.7,-9.0,-1.7
O=C(CN1CCOCC1)Nc1ncccn1,0.5,-10.5,0.2,-4.7,2.8,2.1,2.2,5.0,5.4
O=C(Oc1ccc(-c2cnc3ccccc3n2)cc1)c1ccc(Br)o1,1.5,-31.5,-7.3,1.6,-2.7,0.5,-1.5,16.9*,1.2
COc1cccc(N2CC(=O)N(NC(=O)c3sc4nc(C)cc(C)c4c3N)CC2=O)c1,-3.3,-3.8,2.5,7.9,3.5,nt,19.5,8.3,14.5
CCOC(=O)c1ccccc1NC(=O)/C=C/C(=O)O,-1.8,-3.4,2.6,3.5,1.0,-4.8,-13.4,-8.8,2.6
CC(C)=CCN1CCN(Cc2ccc(Oc3ncccn3)cc2)CC1CCO (centres undefined),23.4,-7.3,-0.9,-1.1,1.7,0.0,1.6,-2.7,-6.4
Cc1ccc(C)c(NC(=O)CSc2nnc(-c3ccccc3)o2)c1,20.2,-3.9,-0.5,-2.7,-0.7,-2.0,3.6,-3.2,-6.0
CCOc1nc(NCCN2CCOCC2)nc(Nc2ccc([N+](=O)[O-])cc2)n1,30.6,-1.9,0.8,-1.4,0.0,4.1,0.1,-7.0,7.3
CCO[C@H]1OC(C(=O)N2CCN(C)CC2)=C[C@@H](c2coc3ccccc3c2=O)[C@@H]1CCCO,13.9,nt,-0.3,-1.1,-1.8,-1.5,-8.7,-2.5,-2.6
CN1C(=O)/C(=C/c2cccc(Cl)c2)Sc2ccc(C(=O)NCc3cccnc3)cc21,3.7,-7.6,-20.8,2.9,-9.4,2.1,4.0,-8.1,-5.2
CC(NS(=O)(=O)c1ccc(Br)cc1)C(c1cccs1)N1CCOCC1 (centres undefined),-7.6,nt,-1.3,1.8,-2.0,-0.8,9.2,-6.0,4.0
CCCCC(CC)C(=O)Nc1ccc(S(=O)(=O)Nc2nccs2)cc1 (centres undefined),4.6,-14.5,0.8,-5.0,0.4,nt,-21.5,0.8,-13.4
Cc1nnc(SCc2nc3ccccc3nc2C)s1,-19.4,-0.2,1.3,1.2,2.5,-1.7,-17.6,-5.2,4.8
Brc1ccc(-c2nc(-c3ccccc3)no2)o1,-1.4,-12.7,2.1,2.2,-0.6,-2.0,-36.2,-6.5,-22.9
CCCNc1ncnc2onc(C)c12,18.9,-0.6,2.7,8.1,-0.7,4.8,9.2,-2.6,5.7
CCOC(=O)c1ccc(NC(=O)COc2ccccc2OC)cc1,1.3,-4.8,0.9,-2.0,-2.0,11.8,-11.7,-6.7,-4.1
CCOC(=O)C1CN(c2cc3c(cc2F)c(=O)c(C(=O)O)cn3CC)OC1C(=O)OCC (centres undefined),0.8,-7.9,4.2,5.5,-2.2,-1.1,5.0,-9.8,5.3
COc1ccc(/C(O)=C2/C(=O)C(=O)N(CCCN(C)C)C2c2ccc(Cl)cc2)cc1OC (centres undefined),-0.7,nt,nt,0.5,nt,-1.8,3.0,-5.2,14.4
Nc1c(C(=O)NCCN2CCOCC2)c2nc3ccccc3nc2n1-c1cccc(F)c1,17.8,-11.1,60.9*,1.8,70.9*,-4.2,-6.3,-10.3,7.3
Cc1cccc(NC(=O)COC(=O)Cc2c[nH]c3ccccc23)c1C,2.1,0.9,-0.4,1.5,0.1,9.7,-21.9,-2.5,2.1
O=c1c2ccc([N+](=O)[O-])cc2ncn1Cc1ccccc1C(F)(F)F,20.4,-15.8,3.4,1.5,-0.2,4.6,3.5,2.5,-1.9
CCn1c(COc2ccccc2)nnc1SCC(=O)Nc1ccc2c(c1)OCCO2,2.5,-6.5,3.0,6.7,-1.2,7.5,-17.6,-7.3,12.7
CCN1CCN(Cc2ccc(NC(=O)c3ccc(C)c(NC(=O)C4=NN(c5ccccc5)C(=O)C4)c3)cc2C(F)(F)F)CC1,44.9,8.9,2.8,nt,-2.9,nt,nt,nt,nt
O=C(NC(=S)Nc1ccccc1N1CCN(C(=O)c2ccccc2)CC1)c1cccs1,16.0,-10.2,1.1,3.3,5.7,nt,14.0,-5.2,9.5
O=C(Oc1ccc(N2C(=O)CCC2=O)cc1)c1ccccc1Cl,5.7,-0.6,-0.4,3.6,-1.8,6.3,11.1,-0.8,17.3
CCOCCCNC(=O)c1ccc(OC(C)=O)cc1,0.0,-1.2,3.4,2.3,-3.4,-5.0,-15.0,-10.3,-5.7
CC1(C)C(=O)Nc2ccccc2N1C(=O)COc1ncnc2ccccc12,-2.0,-4.2,-1.0,3.0,1.1,5.8,5.4,-13.2,17.5
CCOCCCNC1=C(Cl)C(=O)c2ccccc2C1=O,-36.8,-6.8,34.3,1.7,0.0,nt,2.0,-6.0,-3.6
Cc1cccc(-c2c3c(=O)n(C)c(=O)n(C)c3cn2CC2CCCO2)c1 (centres undefined),2.8,-10.7,2.4,-3.1,0.3,7.4,1.0,-8.6,9.0
CCCCCCOc1ccc(N2C(=O)CC(N3CCN(CCN=CC4=C(O)CC(C)(C)CC4=O)CC3)C2=O)cc1 (centres undefined),11.2,-0.8,-6.7,-7.0,-0.8,-6.5,6.9,-5.6,-3.6
CCOC(=O)C1=C(N)c2ccccc2CC1C(C)C (centres undefined),8.7,5.2,0.1,0.9,-1.8,-0.1,4.1,-8.9,1.7
O=C(CSc1nc2ccccc2c(=O)n1-c1ccccc1Cl)Nc1cccc(S(=O)(=O)N2CCOCC2)c1,5.8,2.5,-0.8,10.4,-3.5,-0.2,-29.6,-6.4,-12.0
CCOC(=O)c1c(C)[nH]c(C)c1C(=O)COc1ncnc2cc([N+](=O)[O-])ccc12,26.3,-11.2,-0.5,2.9,-0.9,-9.0,21.8,-3.4,20.0
N#Cc1nc(N2CCCCC2)nc(N2CCOCC2)n1,2.9,-10.6,0.7,4.4,1.4,-2.4,-1.2,-11.6,22.6
CCNC(=O)C(CC(C)C)NC(=O)C(CO)NC(=O)C1CCC(=O)N1 (centres undefined),21.5,nt,3.1,-1.1,0.1,nt,14.3,4.8,-7.8

# Shown with values under each structure: 3 of the compounds above
# Below each SMILES: Hck-Nef inh, Mdm2 ligase inh, Runt-SMMHC FRET, p97 inhibitor, Runt-CBFb FRET, NPY Y1 blocker, NPY1 pot ag, RBBP9 inh, NPY2 pot ag
CCCCCCOc1ccc(N2C(=O)CC(N3CCN(CCN=CC4=C(O)CC(C)(C)CC4=O)CC3)C2=O)cc1 (centres undefined)
→ 11.2, -0.8, -6.7, -7.0, -0.8, -6.5, 6.9, -5.6, -3.6
CC1(C)C(=O)Nc2ccccc2N1C(=O)COc1ncnc2ccccc12
→ -2.0, -4.2, -1.0, 3.0, 1.1, 5.8, 5.4, -13.2, 17.5
O=C(Oc1ccc(N2C(=O)CCC2=O)cc1)c1ccccc1Cl
→ 5.7, -0.6, -0.4, 3.6, -1.8, 6.3, 11.1, -0.8, 17.3

# Bioassay records as filed in PubChem.
